Compound activity from PubChem.
NR1D1 modulator – modulators of human Rev-erb alpha DNA binding | P20393 | Rev-erbα–FITC-DNA binding, fluorescence polarization, 90 min | activity, % at 10 µM | 0.79% of 370,000 active;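 active = activity above about 14%, limit read from the data; passing the limit was not always enough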;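 also: 0% = DMSO wells with 35 nM protein and 100% = DMSO wells with 750 nM protein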
Target sequence (P20393 whole entry, looked up): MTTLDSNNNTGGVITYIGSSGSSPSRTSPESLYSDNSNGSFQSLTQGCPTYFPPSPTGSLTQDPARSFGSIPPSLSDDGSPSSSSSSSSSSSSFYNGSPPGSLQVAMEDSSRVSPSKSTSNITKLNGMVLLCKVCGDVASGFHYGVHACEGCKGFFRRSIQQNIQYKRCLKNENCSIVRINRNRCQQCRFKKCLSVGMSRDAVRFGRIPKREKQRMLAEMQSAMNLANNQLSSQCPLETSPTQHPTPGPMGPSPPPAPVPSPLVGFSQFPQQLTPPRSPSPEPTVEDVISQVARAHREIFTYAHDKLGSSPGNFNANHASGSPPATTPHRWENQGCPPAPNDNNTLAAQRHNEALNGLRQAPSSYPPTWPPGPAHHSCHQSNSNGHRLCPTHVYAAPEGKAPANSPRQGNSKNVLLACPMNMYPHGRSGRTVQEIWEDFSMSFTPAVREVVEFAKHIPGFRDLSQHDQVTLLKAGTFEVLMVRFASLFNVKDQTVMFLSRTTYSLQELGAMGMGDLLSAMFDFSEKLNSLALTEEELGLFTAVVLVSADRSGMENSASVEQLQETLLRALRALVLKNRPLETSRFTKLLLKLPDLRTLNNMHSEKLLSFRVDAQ
FXN GAA850 act – increases GAA850 frataxin promoter reporter activity; AID 540364; activation, % at 6 µM; 0.56% of 360,000 active; HEK293 lucGAA850 FXN promoter luciferase reporter, 24 h; percent of 10 µM SAHA response;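 active = activation above the average of all compounds screened plus 3 SD, cutoff fixed separately per campaign, cut at about 7.5% in these data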;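 also: 0% = DMSO wells and 100% = 10 µM SAHA wells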
sPLA2-III inh – Blocks human group III sPLA2 activity. inhibition, % at 12.2 µM. QFRET BODIPY PC-A2 liposome hydrolysis, fluorescence. Q9NZ20. AID 743126. 0.56% of 370,000 active;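 active = inhibition above mean plus 3 SD of compounds lying within the high and low control bounds, cut at about 19% in these data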;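 also: 0% = median of test compound wells and 100% = no enzyme DMSO wells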
hgDAF12 agonist – hgDAF-12 agonism, primary luciferase screen | activation, % at 6.8 µM | HEK293 GAL4-hgDAF12 UAS-luciferase reporter, agonist luminescence; normalized to butyrate control | 1.8% of 370,000 active;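 active = activation above a cutoff set at the mean of all screened compounds plus 3 SD, cut at about 10% in these data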;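 also: 0% = DMSO wells and 100% = sodium butyrate wells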
SMARCA2 activ – activators of SMARCA2 function; 1% of 370,000 active; MG213 cells, MMTV-luciferase reporter, dexamethasone, overnight; activation, % at 9.1 µM; AID 652017; in the data active = activation above about 7.8%;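 also: 0% = vehicle wells and 100% = reference activator wells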
DAX1 inh-1 – NR0B1 (DAX1) inhibition; HEK293 Gal4-DAX1 luciferase reporter, luminescence; 0.99% of 340,000 active; inhibition, % at 6.75 µM; AID 504766;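 active = inhibition above the mean over all tested compounds plus 3 SD, cut at about 4.2% in these data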;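 also: 0% = DAX1-transfected cells with DMSO and 100% = empty-vector control cells with DMSO; inhibition shows as a rise in luminescence from relieved DAX1 repression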
Target sequence (P51843 207-470 limits assumed): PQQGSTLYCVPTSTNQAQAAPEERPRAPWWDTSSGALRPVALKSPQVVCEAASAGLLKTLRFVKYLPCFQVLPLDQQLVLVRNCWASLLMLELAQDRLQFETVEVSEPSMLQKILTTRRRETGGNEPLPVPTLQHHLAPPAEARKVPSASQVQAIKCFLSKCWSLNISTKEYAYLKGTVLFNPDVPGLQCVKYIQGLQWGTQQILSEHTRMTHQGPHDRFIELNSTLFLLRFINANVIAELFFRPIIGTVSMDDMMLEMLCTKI
PLCb3 inh – blocks human PLC-beta3 enzyme activity | inhibition, % at 12.2 µM | Purified PLC-beta3, fluorogenic substrate, fluorescence | 0.18% of 370,000 active; in the data active = inhibition above about 11%;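 also: 0% = median of compound wells on plate and 100% = full blocker control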
ssDAF-12 act – activates DAF-12 receptor from parasite S. stercoralis. HEK293 ssDAF-12/GRIP1 lit1-tk-luc reporter, luminescence; % of 3 µM dafachronic acid response. activation, % at 6.8 µM. 1% of 370,000 active. AID 652126;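 active = activation above the mean over all tested compounds plus 3 SD, cut at about 0.9% in these data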;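 also: 0% = DMSO-only wells and 100% = 3 µM delta7-dafachronic acid wells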
DAX1 inh-2 – blocks DAX1 repression of SF-1 activated StAR promoter; AID 652010; inhibition, % at 6.8 µM; HEK293T StAR-luciferase reporter, SF-1/DAX-1 repression relief; 1.1% of 370,000 active;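 active = inhibition above the mean over all tested compounds plus 3 SD, cut at about 3.6% in these data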;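 also: 0% = DAX-1 cells with DMSO and 100% = cells lacking DAX-1 with DMSO; higher inhibition means more luminescence from relief of DAX-1 repression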
PG9 Ab binder – PG9 antibody binding by small molecule | TR-FRET gp120-PG9 antibody binding | inhibition, % at 6.7 µM | 0.43% of 360,000 active; in the data active = inhibition above about 8.5%
hcDAF12 agonist – H. contortus DAF-12 activation, primary screen. HEK293 hcDAF-12 lit1-tk-luc reporter, luminescence; 0% DMSO, 100% Δ7-dafachronic acid. activation, % at 6.8 µM. 1.4% of 370,000 active. AID 652067;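 active = activation above the mean of all tested compounds plus 3 SD, cut at about 5.5% in these data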;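 also: 100% = response to 3 µM Δ7-dafachronic acid high control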
An asterisk follows results filed as active; . = not tested or not shown.

| entry | mol | FXN GAA850 act | ssDAF-12 act | sPLA2-III inh | PLCb3 inh | NR1D1 modulator | hgDAF12 agonist |
| --- | --- | --- | --- | --- | --- | --- | --- |
| 1 | O=C(Nc1ccc(N2CCCCC2)c(S(=O)(=O)Nc2ccccc2Cl)c1)c1cccnc1 | 1.4 | -1.1 | -9 | 0 | 1 | 0.0 |
| 2 | COc1cc(/C=C2\SC(=S)N(CC(=O)Nc3ccc(O)cc3)C2=O)cc(OC)c1OC | -0.9 | -1.2 | -14 | -15 | 2 | 0.5 |
| 3 | c1ccc(Oc2cccc(OCCCCN3CCCC3)c2)cc1 | 1.1 | -1.3 | -16 | 9 | 2 | 3.6 |
| 4 | CCN(CC)c1ccc(C(=O)NC(=S)Nc2cc(S(=O)(=O)N3CCOCC3)ccc2-n2cncn2)cc1 | 1.2 | -1.3 | -1 | -2 | 12 | -1.5 |
| 5 | CCOc1ccc(C(CC(=O)O)NC(=O)CCCOc2ccc(Cl)cc2C)cc1 (stereo not drawn) | 0.4 | -1.1 | -14 | -5 | 0 | 0.8 |
| 6 | N#CN1CCC(NS(=O)(=O)c2cccc(C(F)(F)F)c2)CC1 | . | -1.4 | -1 | 0 | 6 | 0.4 |
| 7 | CCN(CC)CCOc1ccccc1C(C)=O | 2.2 | -0.6 | 9 | 1 | 2 | 1.7 |
| 8 | Cc1cccc(N2C(=O)/C(=C\c3ccc(OC(F)F)cc3)c3ccccc3C2=O)c1 | 4.4 | -0.8 | -8 | -11 | 0 | -3.1 |
| 9 | CC(=O)c1ccc(S(=O)(=O)N2CCN(CCOc3ccccc3)CC2)cc1 | 0.9 | -1.6 | -6 | -3 | -1 | -1.1 |
| 10 | O=S(=O)(c1ccc(-c2nnc(SCc3nnc(-c4ccccc4)o3)o2)cc1)N1CCCC1 | 0.0 | -1.8 | -1 | 4 | 2 | 1.8 |
| 11 | COc1ccc(NC(=O)c2cc(S(=O)(=O)NCC3COc4ccccc4O3)ccc2F)cc1 (stereo not drawn) | 0.1 | -1.7 | -44 | 4 | 3 | -2.8 |
| 12 | O=C(CSc1nnc(-c2ccccc2)n1-c1ccc(Cl)cc1)NNC(=S)Nc1ccccc1 | -0.1 | -1.1 | 26* | -1 | -10 | -4.5 |

| entry | SMARCA2 activ | DAX1 inh-1 | DAX1 inh-2 | hcDAF12 agonist | PG9 Ab binder |
| --- | --- | --- | --- | --- | --- |
| 1 | -5 | -3.2 | -3.1 | -1.9 | -1.5 |
| 2 | -1 | 0.5 | -0.3 | -1.4 | -1.0 |
| 3 | -4 | 1.0 | 0.4 | -1.6 | -4.8 |
| 4 | -3 | 0.8 | -0.2 | 0.6 | 0.1 |
| 5 | -3 | 0.6 | 0.1 | -0.3 | -3.1 |
| 6 | . | . | . | -0.8 | . |
| 7 | -5 | -0.7 | 0.1 | -0.2 | 0.1 |
| 8 | 2 | 1.8 | -0.4 | -1.8 | -1.4 |
| 9 | -3 | -1.0 | -2.3 | -1.9 | 2.1 |
| 10 | -1 | -1.2 | -1.1 | -0.6 | 0.7 |
| 11 | -3 | -1.6 | -0.6 | -1.9 | 2.0 |
| 12 | 0 | 1.2 | -0.1 | 2.9 | 0.6 |

(list continues)
| entry | mol | FXN GAA850 act | ssDAF-12 act | sPLA2-III inh | PLCb3 inh | NR1D1 modulator | hgDAF12 agonist |
| --- | --- | --- | --- | --- | --- | --- | --- |
| 13 | Nc1ccc(Cc2ccc(N)c(C(=O)O)c2)cc1C(=O)O | 1.7 | -1.6 | 1 | -6 | -3 | -0.3 |
| 14 | CCCCC(CC)C(=O)Nc1cc(C(=O)NCc2ccc(C)cc2)ccc1N1CCC2(CC1)CC(c1ccccc1)=NO2 (stereo not drawn) | 1.9 | -0.4 | -8 | 2 | -4 | -0.3 |
| 15 | CN(Cc1cccs1)c1ncnc2sccc12 | 4.4 | -2.1 | 0 | 1 | 5 | -4.5 |
| 16 | O=C(NCCCn1ccnc1)Nc1ccc(Cl)cc1Cl | -0.5 | -1.0 | -8 | 0 | -6 | 1.3 |
| 17 | CC[C@@]1(C(=O)OC)N[C@H](CN(C)C(=O)NC(C)C)[C@@H]2C(=O)N(Cc3ccccc3)C(=O)[C@@H]21 | 0.7 | -1.4 | 7 | 4 | 5 | 1.9 |
| 18 | COc1ccc(NC(=O)N2CCN(S(C)(=O)=O)CC2)cc1OC | 0.3 | -1.3 | 1 | 2 | -7 | -2.5 |
| 19 | CCOC(=O)C1(C)CCCN(C(=O)c2cccs2)C1 (stereo not drawn) | -0.4 | -1.1 | -3 | 1 | -5 | -0.7 |
| 20 | Cn1nc(-c2ccc(OCC(=O)NCC3CCCO3)cc2)c2ccccc2c1=O (stereo not drawn) | -0.3 | -1.8 | 7 | -1 | 5 | -2.1 |
| 21 | COc1ccc(CCC(=O)NNC(=O)Nc2ccc(OC)c(OC)c2)cc1 | 1.1 | -0.5 | -2 | -9 | -4 | 3.0 |
| 22 | Cc1nn(-c2ccccc2)c(C)c1C(=O)OCC(O)=C(C#N)c1nc2ccccc2[nH]1 | -0.1 | 0.4 | -14 | -43 | -3 | -0.3 |
| 23 | Brc1ccc(C2C3=C(Nc4ncnn42)c2ccccc2OC3c2ccncc2)cc1 (stereo not drawn) | -1.5 | -1.4 | 2 | -214 | 1 | -1.7 |
| 24 | COc1ccc(C(=O)Nn2c(SCC(=O)NCC3CCCO3)nc3ccccc3c2=O)cc1 (stereo not drawn) | -8.6 | -1.8 | 1 | -10 | 3 | -2.3 |

| entry | SMARCA2 activ | DAX1 inh-1 | DAX1 inh-2 | hcDAF12 agonist | PG9 Ab binder |
| --- | --- | --- | --- | --- | --- |
| 13 | -1 | 1.2 | 0.4 | 0.1 | -2.8 |
| 14 | 0 | 0.5 | -0.3 | 1.2 | -1.8 |
| 15 | -4 | -2.4 | -1.7 | -3.1 | 0.3 |
| 16 | 0 | -1.0 | -0.4 | 0.7 | -0.8 |
| 17 | 2 | -0.5 | 0.5 | -0.3 | 0.9 |
| 18 | -2 | -0.2 | 0.2 | -0.3 | -0.8 |
| 19 | 6 | . | 0.2 | -0.1 | -0.7 |
| 20 | -1 | -2.6 | -0.9 | -1.6 | -1.1 |
| 21 | -1 | 0.2 | -0.9 | 2.1 | -0.6 |
| 22 | -3 | -0.9 | 0.2 | 3.4 | -1.9 |
| 23 | -2 | -0.5 | -0.1 | 0.5 | 1.1 |
| 24 | -3 | -3.9 | 0.1 | 1.4 | 1.8 |

The results go on:
| entry | mol | FXN GAA850 act | ssDAF-12 act | sPLA2-III inh | PLCb3 inh | NR1D1 modulator | hgDAF12 agonist |
| --- | --- | --- | --- | --- | --- | --- | --- |
| 25 | COc1ccc(NC(=O)C2CCCN(C(=O)Nc3ccc(OC)cc3)C2)cc1 (stereo not drawn) | 1.0 | -0.7 | 3 | -5 | 1 | 0.9 |
| 26 | Cc1ccc(S(=O)(=O)N(C)C[C@@H]2OCc3cnnn3CCCC(=O)N([C@@H](C)CO)C[C@@H]2C)cc1 | 1.6 | -1.1 | 10 | -1 | -3 | 1.4 |
| 27 | COCCNC(=O)c1cc(C(=O)CC(C)C)c[nH]1 | 1.9 | -1.3 | -2 | 0 | -3 | -2.8 |
| 28 | COc1ccc(CCNC(=O)CSc2ccsc2[N+](=O)[O-])cc1OC | 1.4 | -1.6 | -1 | 3 | -7 | -1.3 |
| 29 | CCOc1ccc2nc(NC(=O)Nc3cccs3)sc2c1 | 2.1 | 0.7 | -9 | -8 | -7 | 27* |
| 30 | COc1ccc(OC)c(NC(=O)C2CCC(CNc3c(N4CCOCC4)c(=O)c3=O)CC2)c1 (stereo not drawn) | 2.1 | -1.4 | 8 | -6 | 1 | -2.0 |
| 31 | CC(C)(C)S(=O)(=O)/C(C#N)=N/Nc1ccc(C#N)cc1 | 1.1 | -1.1 | -9 | 6 | -7 | -1.8 |
| 32 | CCOc1cc(S(=O)(=O)Nc2ccc(CC)cc2)ccc1Cl | 1.3 | -1.3 | -32 | -4 | 3 | -1.3 |
| 33 | O=C(Oc1nsnc1N1CCOCC1)N1CCCC1 | 0.3 | -1.1 | 4 | 1 | -3 | 0.2 |
| 34 | CCC1COCCS(=O)(=O)N1Cc1ccccc1C (stereo not drawn) | -2.2 | -1.1 | 2 | -5 | 2 | 1.1 |
| 35 | O=C(NCc1ccco1)c1cnn2c1NC(c1ccccc1)CC2C(F)(F)F (stereo not drawn) | -0.8 | -1.1 | -15 | 0 | -3 | -0.3 |
| 36 | CC(=O)Nc1ccc(C(=S)NCC2(N(C)C)CCCCC2)cc1 | -1.9 | -1.1 | 0 | -1 | -6 | -0.4 |

| entry | SMARCA2 activ | DAX1 inh-1 | DAX1 inh-2 | hcDAF12 agonist | PG9 Ab binder |
| --- | --- | --- | --- | --- | --- |
| 25 | -3 | 1.2 | -0.5 | 1.4 | 1.3 |
| 26 | -5 | 1.4 | -0.3 | 1.5 | -0.2 |
| 27 | 0 | 1.9 | 0.3 | 1.4 | -0.8 |
| 28 | 3 | -0.8 | -0.6 | -1.2 | -5.1 |
| 29 | 3 | 2.8 | 9.2* | 7.9* | -0.3 |
| 30 | -6 | 2.8 | -0.1 | -1.2 | -1.4 |
| 31 | -5 | -0.6 | -0.8 | -0.9 | -1.6 |
| 32 | -4 | -1.1 | -0.5 | -0.8 | -0.2 |
| 33 | 2 | -0.2 | -0.8 | 0.0 | -0.1 |
| 34 | -2 | 0.9 | -0.2 | -1.1 | -1.6 |
| 35 | -3 | -1.3 | -0.3 | -0.6 | 1.4 |
| 36 | -1 | 2.0 | 1.5 | 0.4 | 0.8 |

Compounds were not picked by outcome, and some 7% of all compounds hit somewhere here.
